Bioassay records: PubChem, several laboratories
RSV antiviral HEp-2: inhibition of RSV-induced cytopathic effect – HEp-2 cells, primary 10 µM value included (AID 2391) | HEp-2 cells, RSV-induced CPE inhibition; higher % means a stronger effect | CPE inhibition, % at 10 µM; hits with a dose series show IC50 in µM | 0.13% of 310,000 active; in the data active = a potency from the dose series; also: strong numbers were not always called active
LYP inhibition: PTPN22 lymphoid phosphatase activity blockers – biochemical, fluorescence intensity, uHTS (AID 1779); recombinant LYP phosphatase, fluorescence intensity; higher % means a stronger effect; inhibition, % at 11.5 µM, or IC50 in µM where a hit was titrated; 0.054% of 290,000 active; in the data active = inhibition above about 50%;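 also: plate controls were vehicle with enzyme for no effect and no enzyme for full effect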
WT yeast gro inh: growth inhibition of WT yeast, mitochondrial fusion screen; mitochondrial fusion phenotypic screen, WT strain; inhibition, % at 10 µM; 2.1% of 190,000 active; AID 1362; in the data active = inhibition above about 58%; tested in S. cerevisiae
NS5 inhibitors: flavivirus cap methylation enzyme inhibition – biochemical, confirmation dose response, primary screen (AID 588689) | Dengue-2 NS5 methyltransferase capping enzyme assay, biochemical; higher % means a stronger effect | inhibition, % at 25 µM, or IC50 in µM where a hit was titrated | 0.3% of 340,000 active; in the data active = a potency from the dose series
Autophagy HCS: autophagy modulation, high-content screen; MEF GFP-LC3 puncta imaging; test concentration mostly 10 µM; calls only at 10 µM (by protocol); 0.98% of 190,000 active;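 active = percentage of spot-positive cells more than 3 SD above its plate mean, without a fluorescence outlier flag or 80% toxicity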;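 also: spot-positive cell cutoff set from DMSO-treated cells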
AID2073: inhibitors of Mint1-CaV2.2 protein interaction, biochemical, HTRF (AID 2073); HTRF protein-protein interaction, Mint1-CaV2.2; higher % means a stronger effect; inhibition, % at 20 µM; hits with a dose series show IC50 in µM; 0.19% of 290,000 active; in the data active = inhibition mostly above about 51%, no sharp cut-off; also: some results filed as inactive read as strong as hits
GPR35 arrestin U2OS: GPR35 antagonists blocking zaprinast-driven arrestin recruitment, primary screen, imaging, U2OS, beta-arrestin-GFP, zaprinast agonist (AID 2058); U2OS GPR35 beta-arrestin-GFP translocation imaging, zaprinast antagonism; higher % means a stronger effect; 0.052% of 290,000 active; inhibition, % at 10 µM, or IC50 in µM where a hit was titrated;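 active = inhibition of at least 50% with at least 30 cells and total cytoplasm GFP at most 10,000,000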
UTI89 phage lysis: inhibition of K1F phage lysis, E. coli UTI89, bacterial capsule biogenesis inhibitors, alamar blue (AID 488966); E. coli UTI89 K1F phage lysis, alamar blue, 2 h; higher % means a stronger effect; one-dose inhibition, % at 100 µM; IC50 in µM for titrated hits; 0.02% of 340,000 active;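 active = phage lysis inhibition, versus mean bacterial control, above a set limit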;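 also: capsule biogenesis inhibitors block K1F phage lysis so surviving cells raise fluorescence; higher fluorescence means more inhibition of phage lysis; actives were called in the ten point dose series up to 300 µM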
NTR1 agonist: NTR1-driven beta-arrestin-GFP spot formation – imaging, U2OS cells, high content, primary screen (AID 493036) | activation, % at 20 µM | 0.17% of 330,000 active | P30989 | agonist mode;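 active = activation at or above 40% of the spot to cytoplasm intensity ratio, with at least 20 cells analyzed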;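 also: 0% = DMSO without peptide and 100% = 100 nM NTR1 peptide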
Target sequence (P30989 whole entry, looked up): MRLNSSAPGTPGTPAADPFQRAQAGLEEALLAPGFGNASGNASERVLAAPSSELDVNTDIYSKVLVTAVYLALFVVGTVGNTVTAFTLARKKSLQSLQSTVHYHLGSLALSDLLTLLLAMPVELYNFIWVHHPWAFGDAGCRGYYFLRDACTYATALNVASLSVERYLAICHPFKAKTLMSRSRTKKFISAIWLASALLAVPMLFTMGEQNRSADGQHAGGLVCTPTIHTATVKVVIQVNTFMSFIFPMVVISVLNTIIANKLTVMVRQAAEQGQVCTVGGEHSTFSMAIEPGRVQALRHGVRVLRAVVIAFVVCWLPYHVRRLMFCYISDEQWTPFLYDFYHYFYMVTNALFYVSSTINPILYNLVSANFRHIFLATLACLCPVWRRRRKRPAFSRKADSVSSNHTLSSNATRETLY
WT yeast gro inh mutant strain: second read-out of WT yeast gro inh, no call of its own (marks repeat the call); inhibition, %; mitochondrial fusion phenotypic screen, mutant strain inhibition
Autophagy HCS cell loss 18 h: further read-out of Autophagy HCS, marked with its call; toxicity, %; measured here: cell loss, nuclei count;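 cell loss after 18 h compound exposure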
NTR1 agonist cell count 20 µM: further read-out of NTR1 agonist, marked with its call; cell count; measured here: cell count, cytotoxicity flag
* hit, by the source's call; i = inactive; . = not tested or not shown; + = active, no number; [ ] = dose if it differs, or a comment.

SMILES	RSV antiviral HEp-2	LYP inhibition	WT yeast gro inh	WT yeast gro inh mutant strain	NS5 inhibitors	Autophagy HCS	Autophagy HCS cell loss 18 h	AID2073	GPR35 arrestin U2OS	UTI89 phage lysis	NTR1 agonist	NTR1 agonist cell count 20 µM
CCCS(=O)(=O)c1c(S(=O)(=O)CCC)c2ccc(C(N)=O)cn2c1C(=O)c1ccc(OC)cc1	-1.5%	-5%	-8	0	-7%	i	-17	-12%	-13%	-0.1%	1.0	44
O=C(CCC(=O)c1ccccc1)Nc1cccnc1	0.9%	-8%	-9	-8	4%	i	-4	1%	-7%	0.8%	-0.7	43
Cc1ccc(Sc2ccc(CN3CCCCC3)cc2[N+](=O)[O-])cc1	13%	-10%	61*	48*	2%	i	-19	3%	-11%	0.4%	3.3	55
CCC1(c2ccc(Cl)cc2)NC(=S)N(c2ccc(C)c(C)c2)N1 (stereo not given)	1.7%	-2%	.	.	-9%	.	.	-12%	-5%	-0.5%	-0.5	47
CC(C)C(=O)Nc1ccc2c(c1)nc1n2CCSC1	0.3%	1%	8	17	-6%	i	-11	-3%	-7%	9.7%	3.3	75
CN(CC(=O)Nc1cccc(F)c1)C(=O)c1sc2ccccc2c1Cl	-1.1%	.	.	.	4%	.	.	.	.	0.2%[50 µM]	1.6	56
CN1CCN(C(=O)c2cnn(-c3ccccc3)c2NC(=O)c2ccccc2)CC1	0.4%	-4%	-5	0	-4%	i	-1	-7%	7%	0.1%	0.6	79
COc1ccc(Nc2ncnc3c2c(C)c(C)n3CCO)cc1	3.3%	-8%	.	.	-5%	.	.	-4%	-4%	0.1%	0.0	72
COc1ccc(OC)c(/C=C2\SC(=S)N(NS(=O)(=O)c3ccccc3)C2=O)c1	8.0%	1%	.	.	43%	.	.	-6%	0%	-0.1%	1.5	92
CCOC(=O)C1(Cc2ccccc2)CCN(Cc2cccn2-c2nccs2)CC1	3.1%	-4%	15	-7	10%	i	-10	-14%	-5%	0.1%	1.7	57
CC(C)(C)c1ccc(NC(=O)CC2(C(F)(F)F)OCCO2)cc1	-1.8%	0%	10	7	-1%	i	-14	1%	8%	2.3%	-0.7	39
CCOC(=O)[C@H]1[C@H]2COc3ccc(Br)cc3[C@@H]2N2C(=O)c3cc(OC)c(OC)cc3NC(=O)[C@@]12C	-1.4%	.	.	.	-8%	.	.	.	.	2.8%	-3.8	91
COc1ccc(-n2c(=O)c3ccccc3c3ccccc3c2=O)c(OC)c1	1.2%	7%	-2	-2	1%	i	0	4%	0%	-0.2%	2.3	51
CCOC(=O)N1CCN(Cc2nc(-c3cccs3)no2)CC1	1.8%	-6%	2	6	-2%	i	3	4%	-4%	0.0%	1.0	49
CCOC(=O)c1ccc(NC(=O)CCNc2c(N3CCCC3)c(=O)c2=O)cc1	0.3%	-2%	-2	2	-3%	i	3	2%	1%	0.1%	0.4	50
COc1ccc2nc3ccccc3nc2c1NC(=O)c1ccccc1Cl	0.4%	-7%	12	9	-4%	i	13	-15%	8%	-0.9%	-0.2	40
CCCc1cc(=O)[nH]c(SCC(=O)Nc2nc(-c3ccccc3)cs2)n1	2.5%	-8%	-5	1	0%	i	-2	2%	-7%	-0.8%	0.6	38
O=C(NCCC1=CCCCC1)c1cc(S(=O)(=O)N2CCOCC2)ccc1F	-0.8%	.	.	.	1%	.	.	.	.	2.0%[50 µM]	0.8	56
COc1cccc(CN(C(=O)c2ccco2)C(C(=O)NC2CCCC2)c2cccnc2)c1 (stereo not given)	0.5%	-7%	-10	-54	8%	i	-10	-1%	1%	0.3%	0.7	47
O=C(/C=C/c1ccc([N+](=O)[O-])cc1)NCCSCc1ccco1	1.1%	-2%	-1	-2	4%	i	14	0%	-5%	2.3%	-0.5	51
Cc1ccc(Cn2ccc(NC(=O)c3noc4c3CCc3ccccc3-4)n2)cc1	1.0%	-1%	8	11	-2%	i	-3	-1%	5%	0.7%	0.7	84
Cc1ccc(NC(=O)CS(=O)CC(=O)N2CCN(c3ccccc3)CC2)cc1 (stereo not given)	1.2%	-11%	.	.	-2%	.	.	24%	-6%	-0.1%	-0.6	52
Cc1ccc(OCCN(C)C(=O)C2CCC(=O)N(Cc3ccccc3F)C2)cc1 (stereo not given)	0.9%	-7%	.	.	2%	.	.	8%	12%	0.0%	0.3	40
COc1ccc2c(c1)c1nnc(SCC(=O)Nc3ccccc3F)nc1n2C	-0.1%	-2%	.	.	3%	.	.	14%	11%	0.3%	2.0	65
COc1ccc2c(C)c(CC(=O)N3C[C@H]4C[C@@H](C3)c3cccc(=O)n3C4)c(=O)oc2c1OC	0.6%	-10%	.	.	-1%	.	.	43%	-3%	-3.5%	-3.6	92

Some of the entries above, set out differently:
Compound | RSV antiviral HEp-2 | LYP inhibition | WT yeast gro inh | WT yeast gro inh mutant strain | NS5 inhibitors | Autophagy HCS | Autophagy HCS cell loss 18 h | AID2073 | GPR35 arrestin U2OS | UTI89 phage lysis | NTR1 agonist | NTR1 agonist cell count 20 µM
CCCS(=O)(=O)c1c(S(=O)(=O)CCC)c2ccc(C(N)=O)cn2c1C(=O)c1ccc(OC)cc1 | -1.5% | -5% | -8 | 0 | -7% | i | -17 | -12% | -13% | -0.1% | 1.0 | 44
O=C(CCC(=O)c1ccccc1)Nc1cccnc1 | 0.9% | -8% | -9 | -8 | 4% | i | -4 | 1% | -7% | 0.8% | -0.7 | 43
Cc1ccc(Sc2ccc(CN3CCCCC3)cc2[N+](=O)[O-])cc1 | 13% | -10% | 61* | 48* | 2% | i | -19 | 3% | -11% | 0.4% | 3.3 | 55
CCC1(c2ccc(Cl)cc2)NC(=S)N(c2ccc(C)c(C)c2)N1 (stereo not given) | 1.7% | -2% | . | . | -9% | . | . | -12% | -5% | -0.5% | -0.5 | 47
CC(C)C(=O)Nc1ccc2c(c1)nc1n2CCSC1 | 0.3% | 1% | 8 | 17 | -6% | i | -11 | -3% | -7% | 9.7% | 3.3 | 75
CN(CC(=O)Nc1cccc(F)c1)C(=O)c1sc2ccccc2c1Cl | -1.1% | . | . | . | 4% | . | . | . | . | 0.2%[50 µM] | 1.6 | 56
CN1CCN(C(=O)c2cnn(-c3ccccc3)c2NC(=O)c2ccccc2)CC1 | 0.4% | -4% | -5 | 0 | -4% | i | -1 | -7% | 7% | 0.1% | 0.6 | 79
COc1ccc(Nc2ncnc3c2c(C)c(C)n3CCO)cc1 | 3.3% | -8% | . | . | -5% | . | . | -4% | -4% | 0.1% | 0.0 | 72
COc1ccc(OC)c(/C=C2\SC(=S)N(NS(=O)(=O)c3ccccc3)C2=O)c1 | 8.0% | 1% | . | . | 43% | . | . | -6% | 0% | -0.1% | 1.5 | 92

The list continues:
SMILES	RSV antiviral HEp-2	LYP inhibition	WT yeast gro inh	WT yeast gro inh mutant strain	NS5 inhibitors	Autophagy HCS	Autophagy HCS cell loss 18 h	AID2073	GPR35 arrestin U2OS	UTI89 phage lysis	NTR1 agonist	NTR1 agonist cell count 20 µM
C/C(=N\NC(=O)c1nnn(-c2nonc2N)c1-c1cccs1)c1cccnc1	1.4%	-7%	.	.	-8%	.	.	13%	0%	-0.3%	0.0	64
Fc1ccc(CSc2nncn2NCc2ccccc2)cc1	-1.6%	-3%	-6	-11	-8%	i	2	-6%	-8%	4.0%	-4.9	94
COc1ccccc1NS(=O)(=O)c1cc([N+](=O)[O-])ccc1N/N=C/c1c[nH]c2ccccc12	45%	11%	34	11	-51%	+	7.0*	-4%	-8%	0.2%	1.1	81
Cc1ccc(/C=N/n2c(C)cc(C)c(C#N)c2=O)o1	1.7%	-14%	-16	-26	0%	i	-2	5%	1%	4.6%	1.5	44
COc1cc(/C=N\Nc2cc(=O)n(C)c(=O)n2C)ccc1O	1.1%	0%	17	-4	-7%	i	6	0%	-11%	0.1%	1.2	48
CSc1ccccc1NC(=O)c1cc(-c2cccs2)on1	1.7%	1%	-22	-37	-7%	i	-1	-5%	13%	0.7%	9.0	77
CCOC(=O)c1cc(C(=O)c2cc(F)ccc2O)coc1=N	-0.3%	-4%	-4	-3	-1%	i	-2	8%	-8%	-0.6%	-1.0	58
COc1ccc(-c2coc3cc(O)cc(O)c3c2=O)cc1OC	-0.8%	-10%	.	.	1%	.	.	13%	-3%	-0.1%	0.6	45
COc1ccc(-c2cn3cccc(C)c3n2)cc1Br	3.4%	-4%	16	7	-6%	i	-2	-1%	-10%	0.3%	2.9	70
O=C(CCC(=O)N1CCOCC1)NCc1cccc(C(F)(F)F)c1	1.3%	.	.	.	-4%	.	.	.	.	-0.2%	-1.6	65
COc1ccc(NC(=O)CC2SC(=NCC3CCCO3)NC2=O)c([N+](=O)[O-])c1 (stereo not given)	0.7%	0%	5	5	-11%	i	6	-4%	-1%	-1.3%	-1.1	29
CCOc1ccc(CCNC(=O)C(O)c2ccccc2)cc1 (stereo not given)	-0.1%	-4%	-1	7	-6%	i	9	0%	8%	1.9%	-0.3	50
COc1cccc(C(=O)Nc2nnc(CCS(=O)(=O)c3ccc(C)cc3)s2)c1	14%	2%	.	.	-1%	.	.	2%	-3%	-0.1%	-0.1	51
N#Cc1c(SCC(=O)Nc2nccs2)sc2c(O)cc(=O)[nH]c12	0.2%	-6%	.	.	-6%	.	.	64%	-6%	0.4%	0.9	47
COc1ccc(C(CCN2CCCC(C)C2)c2c(OC)cc(OC)c3c(C)cc(=O)oc23)cc1 (stereo not given)	-2.6%	-6%	.	.	-2%	.	.	10%	4%	5.4%	-3.8	87
COc1cccc2c1cc1c(=O)n(CC(=O)NCCCc3ccccc3)nc(C)n12	0.6%	-13%	.	.	-3%	.	.	17%	7%	2.2%	-0.1	57
Cc1ccc(C)c(N2CCN(C(=O)CSc3ccsc3[N+](=O)[O-])CC2)c1	21%	5%	8	5	1%	i	-5	-3%	-2%	0.0%[50 µM]	5.0	65
COC(=O)c1cc(COC(=O)COc2ccc(C)c(C)c2)oc1C	-0.9%	-7%	.	.	2%	.	.	-3%	3%	-0.5%	0.4	31
COc1cccc(C2/C(=C(/O)c3ccc4c(c3)CC(C)O4)C(=O)C(=O)N2c2nnc(C)s2)c1 (stereo not given)	0.0%	-10%	.	.	1%	.	.	13%	16%	0.1%	0.1	43
CC(=O)Oc1ccc(-c2cc3ccccc3oc2=O)cc1	2.4%	.	.	.	-2%	.	.	.	.	-2.2%	0.4	62
CN(C)S(=O)(=O)c1ccc(Cl)c(NC(=O)CN2CCCC2)c1	1.3%	-5%	.	.	5%	.	.	-1%	6%	-0.1%	-0.5	32
Cc1cc(C(=O)COC(=O)c2nc3nccc(C)n3n2)c(C)n1CC1CCCO1 (stereo not given)	-1.1%	-3%	-24	-17	-4%	i	-2	6%	-15%	0.2%	0.5	46
Cc1cc(C(=O)COc2ccccc2[N+](=O)[O-])c(C)n1-c1cccc(S(=O)(=O)N2CCOCC2)c1	12%	0%	-3	11	-6%	i	10	5%	-4%	2.4%	-0.9	50
